Compound activity as filed in PubChem.
SNCA viab count: counter-screen for SNCA expression inhibitors: cell viability. Potency, µM (titrated, usually from 57.1 µM), inactives show top-dose activity change, negative = cytotoxicity, most hits filed as cytotoxic. 150,000 compounds, 0.12% hits. HEK-293-SNCA-luc viability, GF-AFC fluorescence, 24 h;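 note: potency is the fitted concentration of half-maximal effect; 0% = DMSO-treated cells and -100% = medium-only wells without cells; nearly all actives have a fitted effect of over 30% in size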
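Cytotoxicity counterscreen: after 24 h compound treatment of genome-edited SNCA-luciferase HEK-293 cells, live-cell protease substrate GF-AFC read by fluorescence after 30 min; activity scaled between DMSO (0%) and medium-only (-100%), curves Hill-fitted.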
IP6K1 inh: inhibitors of human IP6K1; IP6K1 kinase, ADP-Glo luminescence, 2 h; active compounds read low; activity change, % (series mostly up to about 58 µM); 140,000 compounds, 0.81% hits; in the data active = activity change below about -25%
Target sequence (Q92551 whole entry, looked up): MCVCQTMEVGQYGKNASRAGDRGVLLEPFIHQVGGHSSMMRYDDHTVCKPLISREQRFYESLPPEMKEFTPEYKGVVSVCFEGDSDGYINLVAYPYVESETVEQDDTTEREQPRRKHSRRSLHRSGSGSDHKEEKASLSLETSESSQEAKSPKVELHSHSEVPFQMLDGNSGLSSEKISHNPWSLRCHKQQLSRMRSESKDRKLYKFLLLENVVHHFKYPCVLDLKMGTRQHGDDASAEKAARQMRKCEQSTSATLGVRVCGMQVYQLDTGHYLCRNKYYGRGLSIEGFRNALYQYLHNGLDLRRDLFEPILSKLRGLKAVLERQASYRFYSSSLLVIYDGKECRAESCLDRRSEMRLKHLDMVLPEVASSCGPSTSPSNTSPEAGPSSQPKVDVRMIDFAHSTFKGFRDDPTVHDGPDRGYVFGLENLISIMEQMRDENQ
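ADP-Glo luminescence measures ADP made by human IP6K1 during a 2 h RT reaction with ATP/IP6 (mix at 1.3 mM/130 uM); top library doses 57.5 and 19.1 uM final.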
GPT2 inhibitor: blocks human glutamate pyruvate transaminase 2. Potency, µM (series often up to 57.7 µM), without a hit: at the highest dose activity change, negative = inhibition, actives largely listed as inhibitors. 100,000 compounds, 0.25% hits. Recombinant GPT2, coupled pyruvate oxidase/HRP Amplex Red fluorescence; note: potency is the fitted concentration of half-maximal effect; nearly all actives have a fitted effect of over 60% in size; many of its hits are not listed in these tables
Target sequence (Q8TD30 whole entry, looked up): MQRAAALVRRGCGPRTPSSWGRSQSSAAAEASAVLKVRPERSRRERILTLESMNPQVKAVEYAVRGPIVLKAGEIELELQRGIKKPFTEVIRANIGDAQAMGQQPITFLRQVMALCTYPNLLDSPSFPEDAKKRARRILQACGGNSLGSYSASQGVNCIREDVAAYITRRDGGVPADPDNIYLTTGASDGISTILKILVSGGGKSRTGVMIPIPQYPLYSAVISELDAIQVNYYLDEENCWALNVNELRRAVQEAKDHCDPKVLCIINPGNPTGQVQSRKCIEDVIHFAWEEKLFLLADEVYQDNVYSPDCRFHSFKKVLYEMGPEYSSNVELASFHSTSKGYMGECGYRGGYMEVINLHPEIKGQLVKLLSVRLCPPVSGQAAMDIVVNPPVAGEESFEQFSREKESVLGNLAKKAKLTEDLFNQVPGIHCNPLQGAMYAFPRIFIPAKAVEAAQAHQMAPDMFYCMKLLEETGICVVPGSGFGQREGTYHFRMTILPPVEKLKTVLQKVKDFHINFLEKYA
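Fluorescence of coupled pyruvate oxidase/HRP/Amplex Red system (50uM Amplex, 30 min, dark) reports pyruvate formed by GPT2. Enzyme reaction: 10ng/uL GPT2, 2mM L-alanine, 250uM a-KG, 30 min room temperature, pH 7.5; 50uM AOA control.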
Luciferase inh: Photinus pyralis luciferase inhibition; P08659; purified P. pyralis luciferase, luminescence, biochemical; Potency, µM (doses to about 115 µM), for inactives: top-dose activity change, negative = inhibition, actives largely listed as inhibitors; 76,000 compounds, 2.5% hits; AID 1347043; note: potency is the fitted concentration of half-maximal effect; nearly all actives have a fitted effect of over 65% in size
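Inhibitors were tested against purified firefly luciferase in a biochemical, low-substrate format (both substrates at 10uM) and luminescence measured with a CCD imager.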
SNCA expr inh: reduces expression of the alpha-synuclein gene; HEK-293 SNCA-luciferase knock-in, luminescence, 24 h; Potency, µM (highest dose often 57.2 µM), without a hit: top-dose activity change, negative = inhibition, usual class: inhibitors; AID 1671194; 140,000 compounds, 0.17% hits;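 note: potency is the fitted concentration of half-maximal effect; plate controls were DMSO cells for no effect and cell-free wells for full effect; nearly all actives have a fitted effect of over 45% in size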
HEK cytotox: cytotoxic compounds in HEK 293 cells; HEK 293 viability, ATP luminescence (CellTiter-Glo), 48-72 h; Potency, µM (doses to about 115 µM), for inactives: at the top dose activity change, negative = cytotoxicity, actives largely listed as inhibitors; 94,000 compounds, 6.6% hits; note: potency is the fitted concentration of half-maximal effect; nearly all actives have a fitted effect of over 60% in size
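CellTiter-Glo luminescence (cellular ATP) was read after 48 or 72 hr of compound exposure at 37 degree Celsius. Cells were HEK 293 plated at 250 cells/well.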
3T3 cytotox: cytotoxic compounds in NIH 3T3 cells. NIH 3T3 viability, CellTiter-Glo ATP luminescence, 48-72 h. Potency, µM (titrated, usually from 96.7 µM), for inactives: top-dose activity change, negative = cytotoxicity, most hits filed as inhibitors. 94,000 compounds, 4.3% hits; note: potency is the fitted concentration of half-maximal effect; nearly all actives have a fitted effect of over 55% in size
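Mouse fibroblast NIH 3T3 cells, 400 per well, received compound via pintool and were incubated for 48 or 72 hr prior to CellTiter-Glo ATP luminescence measurement.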
* = called active by the depositor; i = inactive; ? = inconclusive; · = no result given; [ ] = remark or other dose. Unless noted, calls come from the whole dose curve; as a rule, active = well fitted curve in the direction sought with a large enough effect; inconclusive = small, poorly fitted or top-dose-only effect, or another doubt; inactive = no such curve, though single readings can be large; an effect the other way counts as inactive or inconclusive. Unless noted, % is set by controls: 0 for no effect and ±100 for the full control effect.

SMILES	SNCA viab count	IP6K1 inh	GPT2 inhibitor	Luciferase inh	SNCA expr inh	HEK cytotox	3T3 cytotox
CCOC(=O)CSc1nc2ccc(NC(=O)c3ccc(Cl)cc3)cc2s1	-3%	11	·	·	18%	·	·
O=C(O)[C@H]1C[C@H](C(=O)NCc2ccccn2)CN(Cc2ccccc2)C1	2%	18	-8%	-2%	-19%	i	4%
O=C(Nc1nc2c(s1)CCCC2)C1CC(=O)N(c2n[nH]c3ccccc23)C1 (configuration not stated)	-4%	15	i	7%	-21%	?	-24%
O=C(c1nc2sccn2c1Br)N1CCC(N2CCCCC2)CC1	-20%	1	i	-7%	8%	-6%	-35%
CCn1c(=O)c(-c2ccc(Cl)cc2Cl)cc2cnc(Nc3ccc(N4CCNCC4)c(F)c3)nc21	5%	8	i	·	·	·	·
COc1ccc(-c2ccc3ncc(Nc4cccc(N[S+](C)(=O)[O-])c4)n3n2)cc1OC	8%	-3	?	40µM*	30%	?	?
CC#CCn1cc2c3c(cccc31)[C@H](CC(C)C)N[C@H](C(=O)NCc1ccccc1)C2	-18%[87.6 µM]	-4	?	-6%[172 µM]	-32%[87.6 µM]	63µM*	?
Cc1ccccc1NC(=O)CSc1nc2c(oc3ccccc32)c(=O)n1Cc1ccco1	-15%	4	·	·	1%	·	·
N#Cc1ccccc1C(=O)N1CCOC(c2ccc(Cl)c(Cl)c2)C1 (configuration not stated)	-7%	7	1%	-8%	?	?	-22%
Nc1ccccc1N	-19%	-24	?	·	171%[activator]	·	·
COc1cccc(CCC(=O)NCCC2CCN(C(=O)Nc3cccc(F)c3)CC2)c1	8%	4	2%	-12%	-23%	3%	-19%
COc1cc(/C=C/C(=O)OC2[C@H](O)CC(O)(C(=O)O)C[C@H]2O)ccc1O (some centres not stated)	5%	-9	i	·	·	·	·
O=C(Nc1cnc(-c2cccc(Cl)c2)nc1)c1ccc(F)cc1	6%	-2	2%	-13%	108%[activator]	45µM*	?
O=C(NCc1ccc(C(F)(F)F)cc1F)[C@H]1CCC[C@@H](O)C1	6%	43	1%[11.5 µM]	-3%	-17%	-12%	1%
CCc1nccn1CCNC(=O)C1CCN(C(=O)C2CCC2)CC1	3%	-2	-2%	-7%	-22%	i	i
O=C(NCC1CCOCC1)C1CC(=O)N(c2n[nH]c3ccccc23)C1 (configuration not stated)	0%	29	-2%	-6%	-26%	15%	i
C[C@@]1(O)CCN(Cc2cn[nH]c2-c2ccccc2)C[C@H]1N1CCCC1	7%	18	i	4%	9%	11%	4%
COc1ccc(N(C(=O)c2cccc(C)c2)S(=O)(=O)c2ccc3c(c2)n(C)c(=O)n3C)cc1	8%	-12	·	·	20%	·	·
O=C(NC1CCN(Cc2ccc(-c3ccsc3)cc2)C1)C1CCCC1 (configuration not stated)	5%[87.6 µM]	-9	i	·	-20%[87.6 µM]	i	-5%[138 µM]
CCc1cccc(NC(=O)c2cc3c(=O)oc4ccc(C)cc4c3s2)c1	-10%	-12	·	·	4%	·	·
O=C1Nc2cnccc2C2(CCN(C(=O)c3ccccc3F)C2)O1 (configuration not stated)	-7%[87.6 µM]	7	-10%[88.5 µM]	-6%[172 µM]	29%[87.6 µM]	-11%[172 µM]	-12%[138 µM]
CCOC(=O)c1c(C)oc2ncnc(Nc3ccc(OC)c(OC)c3)c12	9%	14	·	·	-14%	·	·
FC(F)(F)c1ccc2c(c1)nc1n2[C@@H](CNC2CCOCC2)COC1	0%[87.6 µM]	-8	1%[88.5 µM]	-3%[172 µM]	-14%[87.6 µM]	3%[172 µM]	-10%[138 µM]
Cc1nc(-c2ccc(C)c(N3CCN(C(=O)Nc4cccc(Cl)c4C)CC3)c2)no1	9%	-4	·	·	39%[activator]	·	·

Random excerpt: three compounds from above.
SMILES	SNCA viab count	IP6K1 inh	GPT2 inhibitor	Luciferase inh	SNCA expr inh	HEK cytotox	3T3 cytotox
Cc1nc(-c2ccc(C)c(N3CCN(C(=O)Nc4cccc(Cl)c4C)CC3)c2)no1	9%	-4	·	·	39%[activator]	·	·
O=C1Nc2cnccc2C2(CCN(C(=O)c3ccccc3F)C2)O1 (configuration not stated)	-7%[87.6 µM]	7	-10%[88.5 µM]	-6%[172 µM]	29%[87.6 µM]	-11%[172 µM]	-12%[138 µM]
O=C(Nc1cnc(-c2cccc(Cl)c2)nc1)c1ccc(F)cc1	6%	-2	2%	-13%	108%[activator]	45µM*	?

The list goes on.
mol | SNCA viab count | IP6K1 inh | GPT2 inhibitor | Luciferase inh | SNCA expr inh | HEK cytotox | 3T3 cytotox
CCOC(=O)[C@H]1C[C@]2(CCCCN(C)C2=O)N(C(=O)c2cccs2)[C@H]1c1ccco1 | · | -8 | · | · | · | -19% | ?
COc1ccc(C(=O)N2CCN(Cc3ccccc3-c3cccnc3)CC2)cc1 | -13%[12.5 µM] | -12 | i | · | 2% | ? | ?
COC(=O)C1=C(C)NC(=O)NC1c1ccccc1 (configuration not stated) | 0% | 0 | i | -7% | -1% | 1% | -5%
O=C(N1CCOCC1)N1CCC(c2nnc3n2CCNC3)CC1 | 6% | 2 | 0% | · | -25% | 0% | i
CN(C)C[C@@H]1CN(S(C)(=O)=O)C[C@H]1NC(=O)c1cccc(C#N)c1 | -3% | 4 | 0% | -7% | 14% | -6% | -9%
CC12CCC3c4ccc(O)cc4CCC3C1CC(OC1OC(C(=O)O)C(O)C(O)C1O)C2O (configuration not stated) | -2% | 1 | 5% | · | · | · | ·
Cc1noc(C)c1[S+](=O)([O-])N1CCC2(Cc3ccccc3NC2=O)C1 (configuration not stated) | 11% | -2 | -4% | 2% | -4% | -8% | -3%
O=C(c1ccc2nc(-c3ccc(F)cc3)cn2c1)N1C[C@@H]2CCCN[C@@H]2C1 | 5% | -7 | 3% | ? | 19% | -20% | ?
O=C(NCCCN1CCCCC1)c1cn2ccnc(-c3ccccc3)c2n1 | 6% | 22 | i | -1% | -18% | -6% | -8%
O=C(Cc1ccsc1)N1CCC2(CC1)N=C(c1ccc(Cl)cc1)NO2 | 0% | -18 | i | -10% | 13% | -11% | -25%
COC(=O)c1ccccc1NC(=O)Cn1c(=O)n(-c2ccc(Cl)cc2)c(=O)c2c(C)c(C)sc21 | 0% | 13 | · | · | 3% | · | ·
COc1ccc(NC(=O)N2CCC(c3noc(-c4cccnc4)n3)C2)cc1 (configuration not stated) | 3% | 2 | i | -6% | 78%[activator] | ? | -26%
CS(=O)(=O)N1CC2(CCCN(C3COC3)C2)Cc2ccccc21 (configuration not stated) | 3% | -2 | 1% | · | -2% | i | i
O=C(NCc1ccc(N2CCOCC2)cc1)c1cccc2c1CCN2C(=O)c1ccccc1 | -13% | -9 | i | 40µM* | 121%[activator] | -13% | -10%
CN1CC(=O)N(C2CCCNCC2)Cc2c1ncnc2N1CCC(C#N)CC1 (configuration not stated) | 9% | -4 | -12% | · | 1% | -9% | -4%
Cc1nc(C(=O)N2CCC(c3nnc(CN4CCCC4)n3C)CC2)cs1 | 5% | -11 | -11% | 9% | 3% | 0% | -10%
COC(=O)N1CCc2nc(C(C)C)nc(-c3ccc(OC)cc3)c2CC1 | -4% | -18 | -4% | -1% | -5% | ? | -2%
CO[C@H]1C(=O)N(C(C)C)[C@H]1C1CCN(C(=O)c2cccnc2C)CC1 | ? | 1 | i | -8% | -13% | -1% | -3%
COc1ccccc1-n1c(=O)c(C(=O)NCc2ccccc2F)nc2cccnc21 | -3% | 13 | i | · | -15% | i | -12%
Cc1ccc(NC(=O)NCc2ccc3c(c2)CCN3C(=O)c2ccccc2)c(Cl)c1 | 8% | -16 | · | · | ? | · | ·
O=C(NCc1ccncc1)c1cn(C2CN(C(=O)Nc3ccc4c(c3)OCCO4)C2)nn1 | 1% | 11 | i | -27% | 47%[activator] | 4% | 4%
Cc1cc(C(=O)N[C@H]2CCOC[C@H]2C2CCOCC2)cc(C)n1 | -1% | 8 | i | -3% | -21% | 2% | -18%
COc1ccc(C2=NN(CC(=O)NCCc3ccc(OC)c(OC)c3)C(=O)CC2)cc1 | 11% | 9 | · | · | 3% | · | ·
CC(=O)Nc1nonc1-c1nnc(SCC(=O)Nc2ccc(C)cc2)n1-c1ccccc1 | 1% | 2 | · | · | 32% | · | ·
O=C1CC2(CCN(C(=O)c3ccccn3)CC2)Oc2ccccc2N1 | -10% | 4 | i | · | ? | 4% | i
COc1cccc(C(=O)N2CCC3(CC2)N=C(c2ccc(C)cc2)NO3)c1 | -1% | 5 | i | -6% | 38%[activator] | ? | -19%
CCCN(C(=O)c1coc(=O)c2ccccc12)c1ccccc1C | -24% | -10 | · | · | ? | · | ·
O=C(C[C@H]1NC(=O)c2ccccc2NC1=O)NCCCc1nc2ccccc2[nH]1 | 1% | 17 | 4% | -3% | -25% | 22% | i
O=C(Nc1ccc(Oc2ccccc2)cc1)O[C@@H]1CO[C@H]2[C@@H]1OC[C@@H]2NC(=S)Nc1ccccc1 | -25% | 8 | i | -19% | ? | ? | ?
Cc1cnc(C(=O)N2CCCCCCNC(=O)[C@@H]3C[C@@H](c4nc(-c5cccnc5)no4)C[C@@H]32)cn1 | 1% | 0 | 3% | -10% | -3% | 0% | -7%
CC(=O)NC[C@@H]1C=C(C)[C@H](Cc2nc3ccc(F)cc3[nH]2)C[C@H]1C(C)C | -26%[87.6 µM] | 14 | 2%[88.5 µM] | 15%[172 µM] | -15%[87.6 µM] | 45µM* | 79µM*
Cc1cccc(C(=O)N2CCCCCC2c2nc(C)no2)c1 (configuration not stated) | -7% | 6 | 1% | 7% | ? | -15% | -4%
COc1c(C(C)C)c(O)c(O)c2c1C(OC)[C@H]1OC(=O)[C@@]23CCCC(C)(C)[C@H]13 (some centres not stated) | 17% | -17 | ? | · | · | · | ·
CCc1ccc(NC(=O)Cn2c(=O)n(Cc3ccccc3)c(=O)c3oc4ccccc4c32)cc1 | 0% | 25 | · | · | 6% | · | ·
COc1cc(C2CC(=O)c3c([nH]c(C(=O)OC4CCCC4)c3C)C2)cc(OC)c1OC (configuration not stated) | ? | 1 | · | · | ? | · | ·
